Assay outcomes as filed in PubChem BioAssay.
Mcl1-Noxa inh = Mcl-1/Noxa interaction inhibition. 220,000 tested, 1.5% active. Q07820. TR-FRET Mcl-1/Noxa peptide binding, 2 h. inhibition, % at 21.7 µM. AID 1022;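 active means compounds that cut the protein-peptide binding signal by more than 50% relative to plate controls in a single-dose test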;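 further: His-tagged Mcl-1 with rhodamine Noxa BH3 peptide and terbium anti-His antibody; 0% = Mcl-1 plus Noxa peptide wells and 100% = peptide-only wells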
Target sequence (Q07820 whole entry, looked up): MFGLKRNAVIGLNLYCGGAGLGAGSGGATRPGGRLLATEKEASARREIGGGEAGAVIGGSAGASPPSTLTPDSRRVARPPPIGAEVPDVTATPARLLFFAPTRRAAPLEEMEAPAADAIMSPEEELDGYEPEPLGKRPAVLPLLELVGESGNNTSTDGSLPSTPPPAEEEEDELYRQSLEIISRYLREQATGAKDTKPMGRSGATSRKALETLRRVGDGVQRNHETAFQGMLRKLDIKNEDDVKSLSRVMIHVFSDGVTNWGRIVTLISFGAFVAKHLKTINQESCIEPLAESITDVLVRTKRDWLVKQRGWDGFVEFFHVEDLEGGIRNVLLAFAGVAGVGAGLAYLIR
Mcl1 Bid PPI = Mcl-1/Bid interaction inhibition | Q07820 | TR-FRET Mcl-1/Bid-Dy647 peptide binding, 1536-well | inhibition, % at 21.7 µM | 220,000 tested, 0.97% active;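 active means compounds that cut the binding signal by more than half at the single screening dose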;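 further: His-tagged Mcl-1 with europium anti-His antibody binding Bid BH3 peptide; 0% = Mcl-1 plus peptide wells and 100% = peptide-only wells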
Avidin fluor = avidin bead compound fluorescence profile. Avidin beads, compound fluorescence 488/530 nm, flow cytometry; stronger effect = higher value. fluorescence (KMESF) at 10 µM. 220,000 tested, 0.38% active; in the data active means fluorescence above about 47; further: inactives centre near 10
* hit, by the source's call; . = no result given. Only part of the results is shown; count on the stated rates, not on these rows.

SMILES | Mcl1-Noxa inh | Mcl1 Bid PPI | Avidin fluor
CSc1cccc(NC(=O)N2CCN(C)CC2)c1 | 2 | -28 | .
COc1ccc(C2=NN(C(=O)c3ccco3)C(c3cc4ccccc4nc3Cl)C2)cc1 (stereo not drawn) | 12 | 3 | .
CN(C)c1cc(NC(=O)CN2CCOCC2)c2ccccc2n1 | 13 | 13 | .
Cc1nnc(SCC(=O)c2ccccc2F)n1Cc1ccccc1 | -9 | -63 | .
CC(=O)Nc1ccc(OC(=O)Oc2ccc(NC(C)=O)cc2)cc1 | 29 | 7 | .
CC(C)[C@H]1C=C(C(=O)O)O[C@@H](OCCCCO)C1 | -1 | -15 | .
CC(=O)CC(=O)Nc1ccc2ccccc2c1 | -6 | -45 | .
O=[N+]([O-])c1cccc(-c2nnc3ccccn23)c1 | -26 | 26 | .
CC(C)n1cnc2c(NCc3ccccc3)nc(NCc3ccccc3)nc21 | -7 | -23 | 7
O=c1nc(/C=C/c2ccc(O)c(O)c2)oc2ccccc12 | 37 | -46 | 8
Nc1ncncc1-c1ccc2ccccc2c1 | -10 | -41 | 8
O=C(Nc1nc(-c2ccccn2)cs1)c1ccc(S(=O)(=O)N2CCCCC2)cc1 | -114 | -133 | 8
Oc1ccc2ccccc2c1C=Nc1ccccc1 | 10 | -15 | 3
O=C(Nc1ncc([N+](=O)[O-])s1)c1cccc([N+](=O)[O-])c1 | 6 | -47 | 7
Oc1ccccc1-c1cc(C(F)(F)F)[nH]n1 | 3 | -35 | 8
CNc1ccn(C2CCCO2)c(=O)n1 (stereo not drawn) | -4 | -2 | 9
O=C(/C=C/c1ccc2ccccc2n1)c1cc(Cl)ccc1O | 17 | -18 | 6
O=C(Nc1cccnc1Oc1ncnc2cc(Cl)ccc12)c1ccc(F)cc1 | 0 | -14 | 7
COc1ccc(-c2cccc(C3CC=CC4C3C(=O)N(Cc3ccccc3)C4c3ccc4ccccc4c3)c2)cc1 (stereo not drawn) | -5 | -42 | 9
O=c1cc(-c2cccc(Br)c2)oc2cccc(O)c12 | 7 | -37 | 8
Clc1cccc(C2=NOC(c3nnc(-c4ccccc4)o3)C2)c1 (stereo not drawn) | -24 | -31 | 8
Cc1ccc(C)c(-n2c(-c3ccc(Br)cc3)csc2=NC(=O)c2ccccc2F)c1 | -80 | -11 | 3
COc1ccc2nc(C)cc(Sc3nc4ccccc4s3)c2c1 | 15 | -47 | 6
CSc1ccc(NC(=O)Nc2cc(C)ccn2)cc1 | 7 | -15 | 3
COc1ccccc1C(=O)Nc1nnc(-c2ccc(Cl)cc2)o1 | 8 | -39 | 7

Additional compounds.
SMILES | Mcl1-Noxa inh | Mcl1 Bid PPI | Avidin fluor
CC(C)(C)N1CC(OC(N)=O)C1 | 32 | -18 | 9
Cc1ccc(-c2nc3c(c(=O)[nH]c(=O)n3Cc3ccccc3)n2C)s1 | 15 | 65* | 12
O=C(NCC1CC1)NC(=O)c1c(F)cccc1Cl | -12 | -8 | 0
C=C(C)C(=O)Nc1cccc(C2=NOC3(C2)C[C@H](C(N)=O)N(C(=O)CC#N)C3)c1 (stereo partly drawn) | 16 | -45 | 8
Nc1ccccc1SCc1csc(-c2ccc(Cl)cc2)n1 | 15 | -36 | 4
CC(=O)OCc1cc(-c2nc3ccccc3[nH]c2=O)nn1-c1ccc(Cl)cc1 | 23 | 24 | 6
C=CCNC(=S)NCC=C | -3 | -107 | 12
N=C(N)c1ccccc1 | -30 | -44 | 5
COc1cc2[nH]c3ccccc3c2cc1C | 18 | -40 | 10
COc1ccc(C(CC(=O)N2CCCC(C)C2)c2c(OC)cc(OC)c3c(-c4ccccc4)cc(=O)oc23)cc1 (stereo not drawn) | 59* | -103 | 7
Clc1ccc(CSc2nnc3c(n2)[nH]c2ccccc23)cc1 | -15 | -9 | 13
CN(C)c1ccc(/C=C/c2ccc3ccccc3n2)cc1 | -5 | -26 | 6
COC(=O)Nc1csc2c1NC(=O)CCCC2 | -3 | -11 | -1
Nc1nc(N)c2c(ccc3nccc32)[nH]1 | 26 | 4 | 7
O=C1NCN(CCO)CN1 | -17 | -54 | 9
CS(=O)(=O)Nc1nc2ccccc2[nH]1 | -12 | -16 | 5
Oc1cc(-n2cccn2)c(O)cc1-n1cccn1 | 70* | -241 | 4
C[n+]1nc(Nc2cccc3ccccc23)sc1-c1ccc(C(=O)O)cc1 | 9 | -106 | 8
CCOC(=O)C(=Cc1ccc(Br)cc1)C(=O)OCC | 19 | 32 | 5
Nc1nc(N)c(N=Nc2ccc(S(N)(=O)=O)cc2)c(=O)[nH]1 | 5 | -2 | 5
CCN(CC)c1ccc(/C=N/NC(=O)c2ccc3nc[nH]c3c2)c(O)c1 | -42 | -100 | 7
Cc1cccc2cc(COC(=O)c3cccc([N+](=O)[O-])c3)c(=O)[nH]c12 | -6 | -4 | 9
COc1ccc(CC(=O)c2ccc(O)cc2O)cc1 | -2 | -89 | 7
CC(C)C[C@H](NC(=O)c1[nH]cnc1C(=O)Nc1ccc(Cl)cc1)C(=O)OC(C)(C)C | -31 | -29 | 13
CCOC(=O)N1C/C(=C\c2ccccc2)C(=O)/C(=C/c2ccccc2)C1 | 28 | -10 | 5

Additional compounds follow:
SMILES | Mcl1-Noxa inh | Mcl1 Bid PPI | Avidin fluor
Nc1ccc(C(=O)Nc2ccc(NC(=O)c3ccco3)c(O)c2)cc1 | 28 | -31 | 7
CCN1CCN(Cc2ccc(NC(=O)c3cc(NC(=O)c4cnnc5ccccc45)cc(OC)c3)cc2C(F)(F)F)CC1 | 11 | -60 | 7
COc1cc(C(=O)C(=O)c2ccc(O)c(OC)c2)ccc1O | 32 | -104 | 8
O=C(Nc1ccc2ccccc2c1)c1ccc(Cl)cc1Cl | -1 | -23 | 3
CCOC(=O)/C=C(\C)Sc1cc(O)c2ccccc2c1O | 88* | -10 | 0
NC(=O)c1ccc2c(c1)S(=O)(=O)c1ccccc1C2=O | -5 | -4 | 5
COC(=O)CCCC1=CC2=C(c3ccccc3)C(=O)C(C)(OC(=O)C3CCCC3)C(=O)C2=CN1Cc1ccc2c(c1)OCO2 (stereo not drawn) | 2 | -53 | 8
Nc1ccccc1SC(C[N+](=O)[O-])c1ccccc1 (stereo not drawn) | -48 | -15 | 6
CC1(C)Oc2ccc3ccc(=O)oc3c2C[C@H]1O | -8 | 83* | 10
C[C@@H](C(=O)N1CCN(C(=O)OC(C)(C)C)CC1)n1cc(-c2cn([C@@H](C)C(=O)N3CCN(C(=O)OC(C)(C)C)CC3)nn2)nn1 | 10 | -5 | 8
COc1ccccc1C(=O)OCn1nnc2ccccc2c1=O | 3 | -27 | 8
CCC(CC)Nc1ccc(C(CC(N)=O)NC(=O)Cc2ccc(Br)cc2)cc1[N+](=O)[O-] (stereo not drawn) | 10 | -27 | 10
COCCNC(=O)c1ccc2c3n(nc2c1)-c1ccccc1CO3 | 2 | -75 | 7
Nc1ccccc1C(=O)Nc1ccc(Cl)cc1Cl | 4 | -7 | 7
COCCNc1nc(C)cc(-c2cc(C(=O)NC3CCCC3)on2)n1 | -33 | -53 | 8
CCCCC1=CC2=CC(=O)C(C)(OC(=O)CC)C(=O)C2=CN1CCN1CCOCC1 (stereo not drawn) | -4 | -113 | 21
CCCCCC(=O)N1CCCCC1 | -3 | -1 | 5
O=C(O)c1ccc(O)c(O)c1 | 3 | -25 | 10
CC(=O)[C@@H]1[C@@H](C)N(Cc2ccccc2)C(=O)N[C@H]1c1cccc(C(F)(F)F)c1 | 10 | -43 | 7
Cn1c([N+](=O)[O-])cnc1N1CCN(c2nncs2)C1=O | -10 | -7 | 5
Oc1ccc(Cc2ccc(Cl)cc2)c(O)c1 | 4 | -8 | 4
Cn1ncc2c(Nc3ccc(O)cc3)nc(Cl)nc21 | -1 | -28 | 6
[O-][n+]1onc2c1CCC(=N/O)/C2=N\Nc1ccccc1 | 78* | -28 | 8
CC1CCc2c(sc3ncnc(NCCN4CCOCC4)c23)C1 (stereo not drawn) | 27 | -42 | 7
O=C(NC1CC1)C1=C[C@@H](c2csc3ccccc23)C[C@@H](OCCCCO)O1 | -19 | -70 | 8

Next compounds follow:
SMILES | Mcl1-Noxa inh | Mcl1 Bid PPI | Avidin fluor
CCCOc1nc(SCCC)nc2c1cnn2-c1ccccc1 | -23 | -2 | 3
CC[C@@H](C)CN1C(=O)N[C@@H](CCc2ccccc2)C(C(C)=O)=C1C | -8 | -17 | 7
S=c1[nH]c2ccccc2n2cccc12 | 20 | -26 | 8
O=C(/C=C/c1ccc(Br)o1)Nc1nnc(C2CC2)s1 | 62* | 18 | 5
O=S1(=O)NC[C@]23C[C@H](c4ccc(F)cc4)[C@@H](C[C@@H]21)O3 | 1 | -36 | 10
ClCc1csc(N/N=C/c2cccs2)n1 | 44 | -39 | 8
O=c1c2ccccc2c(C=Nc2ccc(O)cc2)c(O)n1-c1nccs1 | 18 | -24 | 11
COc1cccc(-c2nnc(NC(=O)c3ccccc3Br)o2)c1 | -20 | -17 | 9
CCC(CC)c1ncc[nH]1 | -2 | -47 | 9
COc1ccc(C2/C=C\CN(C(=O)NC(C)C)CC(=O)N2Cc2ccc(F)cc2)cc1 (stereo not drawn) | -15 | -60 | 7
COc1ccc(C2/C=C\CN(C(=O)c3ccc(C)cc3)CC(=O)N2Cc2ccc(F)cc2)cc1 (stereo not drawn) | 1 | -43 | 8
COc1ccc(CN2C=C3C(=O)C(C)(OC(=O)CCc4ccccc4)C(=O)C=C3C=C2c2ccc(C#N)cc2)cc1 (stereo not drawn) | 9 | -112 | 8
Cc1ccc(Nc2nnc(-c3ccc4c(c3)OCO4)o2)c(C)c1 | -8 | -11 | 5
Cc1cn(-c2cc(C(=O)Nc3ccc(C)c(NC(=O)C(=O)c4c[nH]c5ccccc45)c3)cc(C(F)(F)F)c2)cn1 | 6 | -41 | 7
N#C/C(=C\c1ccc(C#N)cc1)C(=O)c1ccccc1 | 22 | -107 | 4
C=CC(COCc1ccccc1)N(Cc1ccccc1)S(=O)(=O)c1ccccc1Br (stereo not drawn) | -10 | -13 | 10
O=c1oc2ccccc2nc1/C=C(\O)c1ccc(Br)cc1 | 2 | -57 | 5
CC1CCC2(CC1)NC(=O)N(Cc1cc(=O)n3ccsc3n1)C2=O (stereo not drawn) | 13 | 18 | 6
C=CCN1c2ccccc2[C@]23C[C@@H](C(=O)OC)N(C(=O)c4ccco4)C2=NC(C(=O)OC)=C(C(=O)OC)[C@H]13 | -2 | -69 | 9
COc1ccc(NC(=O)c2nc[nH]c2C(=O)N[C@@H](C)C(=O)OC(C)(C)C)cc1 | -8 | -28 | 14
C/C=C/C(=O)Nc1cccc(C2=NOC3(C2)C[C@@H](C(N)=O)N(C(=O)/C(C)=C/C)C3)c1 (stereo partly drawn) | 21 | 17 | 9
Cc1nonc1-c1ccc2c(c1)OCO2 | 2 | 8 | 5
COC(=O)CCC(=O)OC1(C)C(=O)C2=CN(CCCOC(C)C)C(c3ccc(OC)cc3)=CC2=C(Br)C1=O (stereo not drawn) | 4 | -115 | 7
CCCCNc1nc2c(c(=O)n(C)c(=O)n2C)n1CCC | 3 | -97 | 8
O=c1ccc(Cl)n[nH]1 | 0 | -33 | 9

Continuation:
SMILES | Mcl1-Noxa inh | Mcl1 Bid PPI | Avidin fluor
COC(=O)CCC(=O)OC1(C)C(=O)C=C2C=C(C3CC3)N(CCCOC(C)C)C=C2C1=O (stereo not drawn) | -7 | -130 | 8
COc1ccccc1NC(=O)Oc1cccc(OC(=O)c2ccccc2)c1 | 12 | -70 | 6
O=[N+]([O-])c1cccc(-c2n[nH]c(=S)n2-c2ccccc2)c1 | -12 | -119 | 7
COc1ccc(C(CC(=O)N2CCCC(C)C2)c2c(O)cc(OC)cc2OC)cc1 (stereo not drawn) | -21 | -40 | 8
CCOC(CNC(=O)c1cccc([N+](=O)[O-])c1)OCC | -3 | -42 | 9
CC(=O)O[C@@H]1[C@H]2[C@@H](C[C@@H](C)[C@@H]3CCC(=O)[C@@]13C)OC(=O)[C@@H]2C | -2 | -38 | 11
S=c1[nH]cnc2sc(Nc3ccccc3)nc12 | 1 | -71 | 6
COc1cc(OC)c2ccc(=O)oc2c1C(CC(=O)N1CCOCC1)c1ccc(N(C)C)cc1 (stereo not drawn) | 35 | -80 | 19
COc1ccc(C(=S)N2CCN(c3ccccc3C)CC2)cc1 | 1 | -59 | 4
Cc1ccc(S(=O)(=O)N2CCSC2=Nc2ccccc2)cc1 | 0 | -15 | 7
O=C1CCC(=O)N(O)CCCCCNC(=O)CCC(=O)N(O)CCCCNC(=O)CCC(=O)N(O)CCCCCN1 | 4 | -56 | 6
COc1ccc(C2=CC3=C(Br)C(=O)C(C)(OC(=O)c4ccc(Cl)nc4)C(=O)C3=CO2)cc1 (stereo not drawn) | 53* | -10 | 9
